GLP-1R inv ag: qHTS of GLP-1 Receptor Inverse Agonists (Inhibition Mode); Glucagon-like peptide 1 receptor (Homo sapiens), P43220; HEK293 GLP-1R CRE-luciferase, luminescence, 24 h; GLP-1R form is constitutively active; Potency, µM (titrated, usually from 38.3 µM), inactives show top-dose activity change, negative = inhibition, most hits filed as inhibitors; actives 1.6% (n = 410,000); AID 624417, 2012; further: potency means the concentration at half of the fitted maximal effect; on the % scale 0 is the no-effect control and ±100 the full control effect; nearly all actives have a fitted effect of over 55% in size
Target sequence (P43220 whole entry, looked up): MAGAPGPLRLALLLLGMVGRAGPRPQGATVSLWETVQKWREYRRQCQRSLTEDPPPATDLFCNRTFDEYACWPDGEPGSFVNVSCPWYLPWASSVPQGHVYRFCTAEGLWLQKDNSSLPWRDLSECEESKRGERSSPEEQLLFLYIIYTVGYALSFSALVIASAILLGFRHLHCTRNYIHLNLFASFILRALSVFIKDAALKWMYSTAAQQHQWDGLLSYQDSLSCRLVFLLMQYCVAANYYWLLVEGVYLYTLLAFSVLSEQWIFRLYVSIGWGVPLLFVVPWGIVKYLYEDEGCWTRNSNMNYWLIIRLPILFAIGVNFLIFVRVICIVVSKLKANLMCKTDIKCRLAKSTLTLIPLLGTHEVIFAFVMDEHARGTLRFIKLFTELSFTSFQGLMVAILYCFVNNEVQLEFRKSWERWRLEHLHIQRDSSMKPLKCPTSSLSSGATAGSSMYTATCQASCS
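Assay principle: reduced luminescence from a cAMP-responsive reporter in HEK293 cells co-expressing a constitutively active GLP-1R. Conditions: 24 hr compound incubation, 37 deg C, 5% CO2.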
PTHR1 agonist: qHTS for PTHR1 Agonists: Primary Screen | actives 0.075% (n = 410,000) | HEK293 GP2 PTHR1 cells, GloSensor cAMP luminescence, 1 h | Parathyroid hormone/parathyroid hormone-related peptide receptor (Homo sapiens), Q03431 | Potency, µM (titrated, usually from 115 µM), for the others: at the highest dose activation, actives largely listed as activators | AID 743266, 2014; further: potency means the concentration at half of the fitted maximal effect; nearly all actives have a fitted effect of over 55% in size; some results filed as inactive show a strong effect at the top dose; inactives centre near -15; many of its hits are not listed in these tables
Target sequence (Q03431 whole entry, looked up): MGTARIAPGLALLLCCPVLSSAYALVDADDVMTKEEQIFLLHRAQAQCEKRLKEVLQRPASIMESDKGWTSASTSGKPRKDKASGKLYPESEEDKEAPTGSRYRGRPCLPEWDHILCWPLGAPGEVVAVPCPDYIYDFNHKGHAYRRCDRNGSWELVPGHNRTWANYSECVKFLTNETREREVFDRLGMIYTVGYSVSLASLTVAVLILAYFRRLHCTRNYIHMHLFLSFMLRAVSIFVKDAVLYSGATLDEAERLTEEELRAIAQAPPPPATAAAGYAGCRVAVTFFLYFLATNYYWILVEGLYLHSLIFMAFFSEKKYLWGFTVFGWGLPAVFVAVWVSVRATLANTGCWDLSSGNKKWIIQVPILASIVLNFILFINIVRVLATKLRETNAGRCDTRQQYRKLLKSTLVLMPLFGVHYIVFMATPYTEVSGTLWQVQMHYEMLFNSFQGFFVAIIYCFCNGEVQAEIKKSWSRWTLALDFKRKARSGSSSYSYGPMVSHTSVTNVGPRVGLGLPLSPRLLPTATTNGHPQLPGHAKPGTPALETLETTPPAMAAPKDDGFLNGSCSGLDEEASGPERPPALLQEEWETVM
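HEK-293-derived GP2 cells expressing PTHR1 and a GloSensor cAMP reporter, 3,000/well, plated overnight, given luciferin plus IBMX (each 0.5 mM as added) for 1 h at 37 °C, then compound for 1 h at 37 °C. Luminescence was read after 15 min at room temperature.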
TDP43 rescue: qHTS of TDP-43 Inhibitors; TDP-43 expressing yeast growth rescue, BacTiter-Glo, 24 h; Potency, µM (top dose mostly 46.1 µM), for inactives: at the highest dose growth rescue (activation), actives largely listed as activators; actives 1.8% (n = 410,000); AID 652104, 2013; further: potency means the concentration at half of the fitted maximal effect; % of control where 0% means no effect; nearly all actives have a fitted effect of over 50% in size
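Yeast cells expressing TDP-43 under galactose induction are exposed to compounds for 24 hr at 30 deg C. BacTiter-Glo luminescence measures growth, so protective compounds score as activators.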
FUS suppressor: qHTS for Suppressors of FUS Proteinopathy: Primary screen using FUS-linked yeast assay; S. cerevisiae FUS-expressing, growth rescue, OD600, 24 h; Potency, µM (top dose mostly 76.6 µM), for inactives: top-dose growth rescue (activation), usual class: activators; actives 0.24% (n = 390,000); AID 1347120, 2019;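 further: potency means the concentration at half of the fitted maximal effect; plate controls were DMSO vehicle for no effect and reference control for full effect; nearly all actives have a fitted effect of over 55% in size; some results filed as inactive show a strong effect at the top dose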
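Steps: raffinose overnight preculture; dilution to OD 0.005 in 2% galactose minimal medium; compound addition (concentration series); 24hr at 30C, 99% humidity; absorbance read at 600 nm.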
pAkt inh: HTS Assay for Inhibitors of Akt Phophorylation: Primary Screen; Neuro2A IGF-stimulated pAkt S473 HTRF, 20 min; stronger effect = lower value; activity change, % for hits at 50 µM; actives 0.32% (n = 360,000); AID 651550, 2012; in the data active means activity change below about -80%; inconclusive means mostly about -51% to -80%; further: on the % scale 0 is the no-effect control and ±100 the full control effect
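Neuro2A cells in DMEM with 0.5% FBS, overnight at 37 deg C, given compound at single 50 µM final, then IGF (6 nM final) for 20 min at 37 deg C. Lysed; phospho-Akt Ser473 by HTRF after 24 h, 665/615 ratio.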
Abeta rescue: qHTS for compounds that reverse cellular toxicity of Amyloid beta (A-beta) peptide in yeast: Primary Screen; yeast expressing A-beta42, growth rescue, OD600, 48 h; response scale: 0% DMSO, 100% iron-clioquinol control; Potency, µM (highest dose often 46.1 µM), inactives show at the top dose growth rescue, hits mostly activators; actives 0.063% (n = 410,000); further: potency means the concentration at half of the fitted maximal effect; nearly all actives have a fitted effect of over 55% in size
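Growth rescue measured by 600 nm absorbance after 48 h yeast culture at 30 C with compound. Values normalized between DMSO and an equimolar ferric chloride plus clioquinol control.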
MmCpn inh: Inhibitors of TCP-1 ring complex (TRiC) of Methanococcus maripaludis (MmCpn): qHTS; purified Mm-Cpn ATPase, ADP Transcreener TR-FRET; actives 0.031% (n = 330,000); Chaperonin Mm-Cpn (Methanococcus maripaludis); AID 504842, 2011; Potency, µM (titrated, usually from 76.9 µM), for the others: at the top dose activity, negative = inhibition, most hits filed as inhibitors; further: potency means the concentration at half of the fitted maximal effect; on the % scale 0 is the no-effect control and ±100 the full control effect; nearly all actives have a fitted effect of over 80% in size
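Measured: ADP formation by purified Mm-CPN. Conditions: 25 nM protein, 10 uM ATP, Tris pH 7.4 with Mg2+, K+ and DTT, 37°C for 30 min. Detection: Transcreener HTRF after 30 min at room temperature.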
HEK293 tox: qHTS of GLP-1 Receptor Inverse Agonists: Cytotox Screen; actives 0.13% (n = 410,000); Potency, µM (highest dose often 38.3 µM), inactives show top-dose activity change, negative = inhibition, usual class: inhibitors; HEK293 cAMP-luciferase reporter cells, luminescence, 24 h; AID 624418, 2012;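 further: loss of luciferase light is scored as toxicity; potency means the concentration at half of the fitted maximal effect; on the % scale 0 is the no-effect control and ±100 the full control effect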
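Here, cytotoxicity is scored as loss of luminescence. The MLSMR collection was tested on cells seeded in medium containing 10% Nu serum, with a 24 hr compound exposure preceded by 12 hours of culture.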
aSyn yeast inh: qHTS of alpha-syn Inhibitors | Yeast expressing alpha-synuclein, growth rescue, BacTiter-Glo, 24 h | Potency, µM (titrated, usually from 46.1 µM), for inactives: at the top dose growth rescue (activation), hits mostly activators | actives 0.14% (n = 370,000); further: potency means the concentration at half of the fitted maximal effect; % of control where 0% means no effect; nearly all actives have a fitted effect of over 65% in size
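Readout is rescue of growth in alpha-synuclein-expressing yeast, so inhibitors of toxicity appear as activators. Growth after 24 hr at 30 deg C in galactose medium is quantified by luminescence.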
* marks the source's active call; other numbers are inactive results; i = inactive; ? = inconclusive; · = no result given; [ ] = dose if it differs, or a comment. Unless noted, the call rests on the fitted dose curve; in most records, active means well fitted curve in the direction sought with a large enough effect; inconclusive means small, poorly fitted or top-dose-only effect, or another doubt; inactive means no such curve, though single readings can be large; an effect the other way counts as inactive or inconclusive. The list is partial; rates above refer to the full screens.

Second line of a record – HEK293 tox, GLP-1R inv ag, aSyn yeast inh, TDP43 rescue, MmCpn inh, FUS suppressor, Abeta rescue, pAkt inh, PTHR1 agonist
CN1CCN(c2ccc(CNC(=O)c3ccc4c(c3)OCCO4)cc2)CC1
→ 6.8%, -16.3%, 0.0%, -32.9%, 0.7%, 41.6%, -10.7%, i, -69.7%
O=c1cc2c(n[nH]1)-c1ccccc1CC2
→ -7.2%, 17.6%, -3.7%, 20.9%, -1.5%, -11.8%, -9.6%, i, i
O=C(CC1CCCCC1)N=C1SC2CS(=O)(=O)CC2N1c1ccccc1 (configuration not stated)
→ -2.1%, 12.2%, -0.9%, 16.6%, 0.6%, -11.9%, 17.7%, i, i
COc1cc2ncnc(NCc3cccc(Cl)c3)c2cc1OC
→ -35.3%, 6.4%, 1.1%, 22.9%, 1.5%, -7.2%, 0.3%, i, -19.3%
O=S(=O)(Nc1nc2ccccc2nc1NCCO)c1cccc(Cl)c1
→ -4.6%, 0.2%, -1.7%, 4.0%, -8.8%, 18.8%, 6.4%, i, i
COCCN(Cc1ccccc1)C(=O)c1c(C)nn(-c2ccccc2)c1C
→ -1.9%, -8.0%, 7.5%, 6.8%, -1.5%, -25.9%, -14.1%, i, -22.5%
Cc1cc(C)c(S(=O)(=O)N/N=C/c2ccc([N+](=O)[O-])o2)c(C)c1
→ -6.0%, 8.8%, -1.0%, ?, -8.2%, -6.6%, -16.2%, i, i
Cc1ccc(S(=O)(=O)Nc2ccc3cn[nH]c3c2)cc1
→ 4.4%, -4.3%, -2.8%, -3.9%, -4.6%, -2.4%, -20.9%, i, -5.8%
OC(COc1ccccc1)CN1CCN(c2ncccn2)CC1 (configuration not stated)
→ -4.0%, 4.4%, 15.4%, -25.6%, 0.1%, 12.2%, -3.2%, i, -1.5%[57.5 µM]
O=[N+]([O-])c1ccccc1S(=O)(=O)Nc1ccc(S(=O)(=O)N2CCCC2)cc1
→ 0.8%, -6.2%, 0.7%[1.84 µM], 7.4%, -0.3%, 20.6%, 7.8%, i, -25.4%
COc1ccc(S(=O)(=O)N2CCCCCC2)cc1C(=O)N(C)Cc1ccc(F)cc1
→ -14.8%, ?, -8.7%, -3.5%, 0.6%, 18.0%, 5.1%, i, -24.3%
COc1cccc(/C=C/C(=O)OCC(=O)c2ccccc2)c1OC
→ -23.0%, ?, -4.1%, 3.3%, -8.8%, 4.8%, -15.6%, i, -38.9%[inhibitor]
O=C(CC1N=C2c3ccccc3N=C(SCc3ccc(F)cc3)N2C1=O)NCc1cccs1 (configuration not stated)
→ -5.2%, 3.6%, ·, 1.1%, ·, -4.2%, -7.4%, ·, 7.8%
CCCn1c(CCC(=O)Nc2ccc(C)c(Cl)c2)nc2cccnc21
→ 0.7%, -18.1%, ·, 18.9%, ·, -4.4%, 14.0%, ·, -13.0%
Cn1nccc1C(=O)N1CCCC(C(=O)c2ccc(C(F)(F)F)cc2)C1 (configuration not stated)
→ 1.9%, 7.3%, 0.4%, 15.6%, 1.0%, -0.7%, -14.5%, i, i
Cc1cc(NS(=O)(=O)c2c(C)[nH]c(=O)[nH]c2=O)ccc1Br
→ -5.0%, 5.0%, -0.4%, 1.6%, 0.4%, -3.8%, 5.0%, i, i
O=c1[nH]c(CCC2CCCC2)nc2ccccc12
→ ?, -1.1%, 2.6%, ?, -2.0%, ·, 3.2%, i, -13.0%
CCc1ccccc1Nc1ncnc2c1nc1n2CCCC1
→ 5.5%, 8.5%, ·, 19.2%, ·, -1.5%, -9.5%, ·, i
Cc1ccc(C(=O)N(Cc2nnc(-c3ccc(Cl)cc3)o2)C2CC2)o1
→ -16.2%, -19.4%, 1.3%[1.84 µM], ?, -5.4%, 9.8%, -7.2%, i, -13.9%
Cc1nc2nc(Cc3ccccc3)[nH]n2c(=O)c1Cc1ccccc1
→ -12.5%, ?, -16.5%, 12.3%, 0.8%, -9.4%, 19.9%, i, -13.8%
Cc1ccc(-c2cnc(C(O)c3cc(C)cc(C)c3)[nH]2)cc1 (configuration not stated)
→ 5.0%, ?, 2.6%, 0.0%, ·, 7.8%, 7.2%, i, -16.0%
C=C(C)C(=O)N1CCN(C(=O)C(=C)C)c2ccccc21
→ 5.6%, 25.5%, 7.4%, -5.9%, ·, -6.4%, -12.2%, i, i
O=C(O)CCC(=O)N1CCN(c2cccc(Cl)c2)CC1
→ -14.9%, -25.2%, -0.9%, -2.9%, 1.2%, -0.3%, 0.0%, i, i
CC(C)CN(CC(C)C)c1ccc(/C=N/n2cnnc2)cc1[N+](=O)[O-]
→ 0.7%, -4.4%, 7.7%, 14.7%, 1.3%, ·, -3.2%, i, -15.2%
CCOc1ccc(CC(C(=O)NN)C(=O)NN)cc1CN(C)C
→ 29.9%, 3.4%, -9.6%, -23.7%, -0.7%, -2.6%, -6.8%, i, 6.0%[57.5 µM]
COc1ccc2nc(N3C(=O)CC(C(C)c4ccccc4)C3=O)sc2c1 (configuration not stated)
→ -10.1%, ?, 1.4%, 11.2µM*, 1.0%, ·, -1.5%, i, -25.0%
C=CCn1c(SC(C)C(=O)Nc2ccc(Cl)cn2)nnc1C1CC1 (configuration not stated)
→ 8.5%, -8.5%, -6.0%, -27.8%, 1.5%, -7.0%, -7.2%, i, i
O=C(c1ccc(Br)o1)N1CCCc2ccccc21
→ 20.2%, 0.0%, 11.1%, 26.1%, -2.1%, 9.2%, 8.8%, i, i
Cc1ccc2nc(SC(C(=O)Nc3ccc(F)cc3)c3ccccc3)[nH]c2c1 (configuration not stated)
→ ?, 5.62µM*, -7.8%, 5.2%, 1.7%, ·, 0.6%, i, -8.8%
CCOc1ccc(CCNC(=O)C(O)c2ccccc2)cc1 (configuration not stated)
→ 0.5%, -2.6%, 4.6%, 13.0%, -1.6%, -10.7%, 7.4%, i, i
COc1ccc([C@H]2C[C@@H](n3cc(C4CC4)nn3)[C@H](O)CN2Cc2cccs2)cc1
→ -3.0%, -7.3%, 9.9%, 19.9%, ·, 8.4%, -7.7%, i, -14.8%
COc1ccc(C(=O)NNC(=O)c2ccc(S(=O)(=O)N3CC(C)OC(C)C3)cc2)cc1 (configuration not stated)
→ 3.7%, 21.5%, 0.3%, -7.5%, -4.3%, -9.5%, -11.3%, i, i
CC(=O)Nc1ccc(S(=O)(=O)Nc2ccc3c(c2)OCCO3)cc1Cl
→ 4.8%, 27.0%, 1.3%, -14.2%[1.82 µM], 0.0%, 3.6%, 13.9%, i, -29.4%
CNc1oc(-c2ccccc2F)nc1S(=O)(=O)c1ccc(C)cc1
→ -0.3%, 2.3%, -0.3%, -7.7%, 1.6%, 9.4%, -1.8%, i, i
CCOC(=O)c1cc(NC(=O)c2ccc(F)cc2)c(=O)n2c1oc1ccccc12
→ 6.8%, 6.1%, 3.0%, 19.0%, ·, -17.1%, -10.2%, ·, 10.0%
COc1cc(CC(=O)Nc2cccc(C(F)(F)F)c2)cc(OC)c1OC
→ 25.0%, -10.1%, -0.8%, -6.6%, 2.6%, ·, 7.9%, i, -27.7%
COc1ccc(Cl)cc1C(=O)NCc1ccc2c(c1)OCO2
→ -13.7%, -23.3%, 1.2%, ?, 0.6%, 23.4%, 14.0%, i, i
O=C(O)CCNC(=O)c1ccc(NC(=O)Cc2ccc(Cl)cc2)cc1
→ -1.6%, 9.3%, -1.2%, -28.2%, -3.4%, 25.2%, -3.9%, i, i
CCOc1ccc(CCNC(=O)COC(=O)Cc2c[nH]c3ccccc23)cc1OCC
→ -20.1%, -3.5%, 6.7%, 9.8%, -1.6%, 8.0%, 17.4%, i, i
O=C(N[C@H]1C=C[C@H](CC(=O)N2CCCCC2)O[C@@H]1CO)c1cccc(F)c1
→ -0.5%, 0.1%, -0.7%, ?, ·, 1.2%, 10.8%, i, -2.5%
COc1cc(NS(=O)(=O)c2ccc(NC(=O)c3ccc(Cl)cc3Cl)cc2)ncn1
→ -1.6%, -4.6%, 1.8%, 6.9%, 0.9%, ·, -13.4%, i, -18.7%
CCNC(=S)N1CCN(CCN=CC2=C(O)CC(c3ccco3)CC2=O)CC1 (configuration not stated)
→ -3.2%, 0.2%, 15.5%, -20.9%, -0.4%, 10.7%, -5.2%, i, i
CC(=O)C1=C(C)N(Cc2ccccc2)C(=O)N[C@@H]1c1cccc(C(F)(F)F)c1
→ -3.8%, ?, 11.2%, -15.3%, 0.8%, 5.5%, 4.0%, i, -67.9%[inhibitor]

Retrieved one by one from above:
Second line of a record – HEK293 tox, GLP-1R inv ag, aSyn yeast inh, TDP43 rescue, MmCpn inh, FUS suppressor, Abeta rescue, pAkt inh, PTHR1 agonist
Cn1nccc1C(=O)N1CCCC(C(=O)c2ccc(C(F)(F)F)cc2)C1 (configuration not stated)
→ 1.9%, 7.3%, 0.4%, 15.6%, 1.0%, -0.7%, -14.5%, i, i
COc1cc(NS(=O)(=O)c2ccc(NC(=O)c3ccc(Cl)cc3Cl)cc2)ncn1
→ -1.6%, -4.6%, 1.8%, 6.9%, 0.9%, ·, -13.4%, i, -18.7%
CCc1ccccc1Nc1ncnc2c1nc1n2CCCC1
→ 5.5%, 8.5%, ·, 19.2%, ·, -1.5%, -9.5%, ·, i

Screening data as filed in PubChem.
